# MBNL1 CUG block: MBNL1-poly(CUG) RNA binding inhibition; Q9NR56; TR-FRET MBNL1-His/biotin-(CUG)12 binding, 665/545 ratio; Potency, µM (series often up to 57.5 µM), without a hit: at the top dose activity change, negative = inhibition, usual class: inhibitors; 280,000 tested, 0.036% active; active = well fitted inhibition curve with a large enough effect in the signal ratio, with a control signal flat, not every such curve was filed as active; inconclusive = small, poorly fitted or top-dose-only effect, or effect the other way, or a change in a side signal; inactive = no such curve, though single readings can be large or run the other way; the % refers to the signal ratio; note: potency is the fitted concentration of half-maximal effect; % is set by controls: 0 for no effect and ±100 for the full control effect
# Target sequence (Q9NR56 whole entry, looked up): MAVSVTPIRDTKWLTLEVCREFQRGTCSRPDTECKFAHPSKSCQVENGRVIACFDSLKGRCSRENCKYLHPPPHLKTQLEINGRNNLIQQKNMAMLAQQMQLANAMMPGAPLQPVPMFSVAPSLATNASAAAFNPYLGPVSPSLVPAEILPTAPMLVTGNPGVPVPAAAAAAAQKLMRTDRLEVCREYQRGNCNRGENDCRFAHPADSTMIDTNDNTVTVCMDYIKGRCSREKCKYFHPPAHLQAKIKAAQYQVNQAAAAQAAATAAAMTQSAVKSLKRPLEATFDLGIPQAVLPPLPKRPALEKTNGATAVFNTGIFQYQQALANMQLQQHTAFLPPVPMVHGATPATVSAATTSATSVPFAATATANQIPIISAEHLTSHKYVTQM
#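 Inhibition of protein-RNA binding appears as loss of TR-FRET between terbium anti-His antibody on MBNL1-His and streptavidin-XL665 on biotin-(CUG)12. Activity is normalized to buffer-only and uninhibited-complex controls.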
# TSHR antagonist: antagonists of human thyroid stimulating hormone receptor; P16473; TSHR-expressing cells, TSH-stimulated cAMP HTRF, 2 h; active compounds read low; activity change, negative = inhibition, % at 11.5 µM; 330,000 tested, 0.2% active;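 active = activity change below a set negative limit, meaning inhibition stronger than a set level, cut at about -70% in these data; inconclusive = activity change between two set negative limits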; note: % is set by controls: 0 for no effect and ±100 for the full control effect
#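 Inhibition of cAMP made by TSHR-expressing cells under TSH stimulation (4nM final, EC80; 2 h, 37 deg C) is quantified with a one-step lysis HTRF kit, anti-cAMP cryptate versus cAMP-d2.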
# Eya2 inh: Eya2 (human) phosphatase inhibition | recombinant Eya2, OMFP fluorescence dephosphorylation (OMFP is methylfluorescein phosphate) | Potency, µM (titrated, usually from 76.9 µM), for the others: top-dose activity, negative = inhibition, usual class: inhibitors | AID 488837 | 330,000 tested, 0.006% active | O00167; note: potency is the fitted concentration of half-maximal effect; % is set by controls: 0 for no effect and ±100 for the full control effect
#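 Eya2 (0.2 uM) preincubated 10 min at ambient with compound, then OMFP substrate added at 50 uM; 10 min reaction in 50 mM HEPES pH 7.5, 50 mM NaCl, 5 uM MgCl2, 0.05% BSA, 1 mM DTT. Fluorescence read at Ex 485/Em 525 nm.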
# Menin MLL FP TR: displaces Texas Red mutant MLL peptide from human menin | O00255 | Menin + Texas Red MLL mutant peptide, fluorescence polarization | Potency, µM (top dose mostly 61.6 µM), without a hit: at the highest dose FP activity change, negative = inhibition, usual class: inhibitors | 270,000 tested, 0.23% active | AID 1768; active = well fitted inhibition curve with a large enough effect in the polarisation, with a control signal flat, not every such curve was filed as active; inconclusive = small, poorly fitted or top-dose-only effect, or effect the other way, or a change in a side signal; inactive = no such curve, though single readings can be large or run the other way; the % refers to the polarisation; note: potency is the fitted concentration of half-maximal effect; % of control where 0% means no effect; many of its hits are not listed in these tables
# PKM2 activator: increases activity of human pyruvate kinase M2. P14618. purified PKM2, Kinase-Glo ATP luminescence, activation; response scale: 0% is enzyme alone, no compound. Potency, µM (top dose mostly 57.5 µM), without a hit: at the top dose activation, usual class: activators. 260,000 tested, 0.34% active. AID 1631; note: potency is the fitted concentration of half-maximal effect; % is set by controls: 0 for no effect and ±100 for the full control effect; nearly all actives have a fitted effect of over 55% in size
#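 Kinase-Glo luminescence reports ATP generated from ADP (0.1 mM) and PEP (0.5 mM) by purified hPK-M2 after 1 h at room temperature, pH 7.2 imidazole buffer; intermediate enzyme activity allows detecting inhibitors and activators.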
# USP2a inh: blocks human ubiquitin-specific protease USP2a. O75604. Potency, µM (doses to about 38.3 µM), for inactives: at the highest dose activity change, negative = inhibition, hits mostly inhibitors. AID 463254. 330,000 tested, 0.01% active. USP2 core, Ub-CHOP2 coupled fluorogenic reporter, 485/531;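 note: potency is the fitted concentration of half-maximal effect; plate controls were DMSO wells for no effect and full inhibition by NEM control for full effect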
# Target sequence (O75604 whole entry, looked up): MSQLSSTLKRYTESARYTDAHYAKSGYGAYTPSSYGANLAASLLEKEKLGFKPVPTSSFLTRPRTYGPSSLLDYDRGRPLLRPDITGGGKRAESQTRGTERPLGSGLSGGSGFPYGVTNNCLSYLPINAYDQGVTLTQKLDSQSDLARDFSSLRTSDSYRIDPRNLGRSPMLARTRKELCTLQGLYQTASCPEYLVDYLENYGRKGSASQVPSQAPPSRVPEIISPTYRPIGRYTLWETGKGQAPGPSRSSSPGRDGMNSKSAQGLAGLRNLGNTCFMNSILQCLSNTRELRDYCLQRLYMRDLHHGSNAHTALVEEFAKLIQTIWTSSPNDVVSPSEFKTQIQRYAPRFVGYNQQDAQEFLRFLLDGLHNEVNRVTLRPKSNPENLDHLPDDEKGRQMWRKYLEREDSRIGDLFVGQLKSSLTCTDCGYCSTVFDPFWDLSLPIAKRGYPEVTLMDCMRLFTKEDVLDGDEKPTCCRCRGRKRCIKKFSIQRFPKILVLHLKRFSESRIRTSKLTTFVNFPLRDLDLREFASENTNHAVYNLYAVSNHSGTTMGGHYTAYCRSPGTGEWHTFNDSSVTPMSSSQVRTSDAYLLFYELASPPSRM
#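 USP2 core (10nM final) preincubated 30min RT with compound in 20mM Tris-HCl pH 8.0, 2mM CaCl2, 2mM beta-mercaptoethanol, 0.05% CHAPS; 25nM Ub-CHOP2 plus 25nM reporter substrate added, fluorescence (Ex485/Em531) read after 60min.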
# GALK inhibitor: galactokinase (human) inhibition; P51570; Purified GALK, Kinase-Glo residual ATP luminescence; Potency, µM (doses to about 57.5 µM), for the others: top-dose activity change, negative = inhibition, actives largely listed as inhibitors; 270,000 tested, 0.007% active; AID 1868; note: potency is the fitted concentration of half-maximal effect; % is set by controls: 0 for no effect and ±100 for the full control effect
#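 The enzyme phosphorylates galactose (100 uM) using ATP (35 uM); inhibition is detected as higher residual ATP, quantified by bioluminescence after 1 h reaction at room temperature, pH 8.0.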
# BCR signal inh: chronic active BCR signaling inhibition; ABC-DLBCL IkBa-CBG/CBR reporter, luminescence ratio, 4 h; Potency, µM (top dose mostly 46.1 µM), without a hit: at the top dose ratio change, negative = lower green/red ratio, most hits filed as inhibitors; 340,000 tested, 0.05% active; active = well fitted inhibition curve with a large enough effect in the signal ratio, with a control signal flat, not every such curve was filed as active; inconclusive = small, poorly fitted or top-dose-only effect, or effect the other way, or a change in a side signal; the % refers to the signal ratio;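 note: potency is the fitted concentration of half-maximal effect; plate controls were basal doxycycline-induced cells for no effect and cells given 10 µM MG132 for full effect; MG132 reads +100%, hits lower the ratio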
#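 Doxycycline induced both beetle luciferases in TMD8 lymphoma cells; IKK-driven degradation limits the IkappaBalpha-fused green signal, while red luminescence normalises for cell number and nonspecific effects. Compounds tested up to 46 uM, 4 hrs.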
# Mito fusion yeast: mitochondrial division inhibition or fusion activation; S. cerevisiae fusion-defective mutant growth rescue, CellTiterGlo 48 h; 320,000 tested, 0.23% active; Potency, µM (top dose mostly 46.1 µM), for the others: at the top dose growth rescue (activation), usual class: activators;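 note: potency is the fitted concentration of half-maximal effect; % of control where 0% means no effect; nearly all actives have a fitted effect of over 45% in size; temperature-sensitive fusion mutants such as fzo1-1 at 37 °C on non-fermentable ethanol glycerol medium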
#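 Temperature-sensitive fusion-defective S. cerevisiae (e.g. fzo1-1, mgm1-5) were grown with compound in YPEG medium (3% ethanol, 3% glycerol) for 48 hours at 37C. Growth rescue was measured as viability by CellTiterGlo luminescence after 10 minutes at ambient.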
# KCNH2 WT inh: inhibitors of human wildtype KCNH2 potassium channel | Q12809 | U2OS, BacMam KCNH2, thallium flux FluxOr; active compounds read low | activity change, % at 1.84 µM | 340,000 tested, 0.37% active | AID 720551;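 active = maximum activity change below -70%; inconclusive = maximum activity change between -70% and -50%; inactive = maximum activity change above -50%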; note: % is set by controls: 0 for no effect and ±100 for the full control effect
#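 U2OS cells were transduced with wild-type KCNH2 virus (2.03 x 10^8 / mL) for 4 h at room temperature, then cultured overnight at 37 C. Thallium flux was read with FluxOr dye. Rate constants were normalized to DMSO controls.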
# ASM inhibitor: blocks human secretory acid sphingomyelinase; placental ASM, HMU-PC fluorogenic substrate, 60 min; AID 504937; P17405; Potency, µM (doses to about 57.5 µM), inactives show at the top dose activity change, negative = inhibition, most hits filed as inhibitors; 340,000 tested, 0.006% active; note: potency is the fitted concentration of half-maximal effect
#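 Fluorogenic HMU-PC substrate (9 uM final) is turned over by placental ASM in 60 min at 37 C after a 10 min compound preincubation. Reaction ended by alkaline stop (pH 10), with fluorescence read at 386/447 nm.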
# The depositor's hits bear a star; ? = inconclusive; · = no result given; [ ] = dose if it differs, or a comment. Unless noted, calls come from the whole dose curve; as a rule, active = well fitted curve in the direction sought with a large enough effect; inconclusive = small, poorly fitted or top-dose-only effect, or another doubt; inactive = no such curve, though single readings can be large; an effect the other way counts as inactive or inconclusive.
SMILES,MBNL1 CUG block,TSHR antagonist,Eya2 inh,Menin MLL FP TR,PKM2 activator,USP2a inh,GALK inhibitor,BCR signal inh,Mito fusion yeast,KCNH2 WT inh,ASM inhibitor
COc1ccc(CNC(=O)C(=O)NCC2OCCCN2S(=O)(=O)c2cccs2)cc1 (configuration not stated),1%,-7,3%,0%,0%,-3%,-2%,-2%,0%,1,0%
Cc1nn(C)c(C)c1NS(=O)(=O)c1ccc(Cl)s1,·,·,9%,·,·,5%,·,0%,·,-14,2%
CCN1C(=O)c2cccc3c(S(=O)(=O)Nc4ccc(OC)cc4OC)ccc1c23,?,-1,2%,7%,9%,3%,-1%,2%,0%,7,4%
Cc1cc(NC(=O)CSc2nc3ccsc3c(=O)n2Cc2ccccn2)n[nH]1,1%,15,10%,16%,?,0%,-1%,11%,2%,-6,4%
COc1ccc(CCNCC(=O)Nc2ccc(C)c(S(=O)(=O)N(C)C)c2)cc1,-1%,-2,8%,-11%,-3%,1%,11%,-5%,-5%,15,-1%
C/C(=N\Nc1ccc(C(=O)c2c(C)cc3ccccn23)cc1[N+](=O)[O-])c1ccc(O)cc1,-9%,1,-5%,·,-13%,13%,1%,0%,19%,-12,?
Cc1nc2cc(C(=O)N3CCN(C)CC3)ccc2n1C,3%,4,-3%,29%,0%,-4%,3%,2%,3%,-5,7%
O=C(COC(=O)c1cccc(Br)c1)NCCNC(=O)COC(=O)c1cccc(Br)c1,21%,-1,-6%,·,0%,3%,-2%,-2%,6%,15,0%
CCOC(=O)Cc1csc(NS(=O)(=O)c2ccc(NC(C)=O)cc2)n1,0%,0,2%,-2%,2%,0%,2%,5%,2%,2,7%
COc1ccc(NC(=O)Cn2c(=O)n(-c3ccccc3)c(=O)c3oc4ccccc4c32)c(OC)c1,·,-11,3%,?,9%,1%,1%,2%,-6%,-1,-1%
O=C(NCCCN1CCCC1=O)Nc1ccccc1Cl,-2%,-4,-3%,·,-6%,-3%,7%,-9%,-1%,26,5%
CSc1ccccc1NC(=S)N/N=C/c1cccn1Cc1ccc(F)cc1,-3%,-24,-7%,?,6%,-13%,-1%,6%,-10%,-33,-5%
CCCOC(=O)c1[nH]c2c(c1C)C(=O)CC(c1ccc(OC)c(OC)c1)C2 (configuration not stated),-11%,-4,-1%,6%,-5%,2%,·,5%,-5%,7,4%
COc1ccc(C(=O)O/N=C(\N)c2ccc(OC)c(OC)c2)c(OC)c1,5%,-5,23%,26%,·,-9%,-1%,?,3%,-2,4%
CC(Sc1ncn[nH]1)C(=O)Nc1ccc(Cl)cn1 (configuration not stated),·,17,8%,·,·,1%,·,7%,-1%,4,0%
CSc1ccccc1NC(=O)CN(C)C(=O)C1CC(=O)N(C(C)c2ccccc2)C1 (configuration not stated),·,20,10%,·,·,1%,·,-3%,-10%,22,5%
O=C(c1ccc(F)cc1)N(Cc1ccccc1)C1CCS(=O)(=O)C1 (configuration not stated),-10%,-2,-6%,-3%,-4%,1%,1%,?,2%,-6,5%
Cc1ccc(N2CC(C(=O)Nc3ccc(S(=O)(=O)N4CCOCC4)cc3)CC2=O)cc1Cl (configuration not stated),·,-6,-10%,·,·,1%,·,?,0%,4,4%
CNC(=O)n1cc(C)c(-c2cccs2)n1,-18%,-2,6%,·,-4%,-1%,6%,-4%,3%,-2,0%
COc1ccc(NC(=O)c2cccs2)cc1NC(=O)c1ccco1,-2%,-4,-31%,21%,1%,5%,-2%,1%,1%,-2,33%[activator]
N[C@@H](Cc1ccccc1)C(=O)N1CCC(C(=O)N[C@@H](Cc2c[nH]c3ccccc23)C(=O)O)CC1,2%,-1,-4%,1%,·,-3%,2%,5%,-5%,3,-1%
COc1cc(OC)c(-c2nc(-c3ccncc3)no2)cc1OC,6%,2,-6%,-11%,-2%,1%,1%,-1%,1%,-2,9%
CCOC(=O)Cc1[nH]nc2c1C(c1ccoc1)C(C#N)=C(N)O2 (configuration not stated),2%,7,4%,-7%,-17%,1%,-1%,?,1%,-6,5%
Cc1noc(C)c1NC(=O)Nc1cccc2c1O[C@H](CN(C)C(=O)Nc1ccccc1)[C@@H](C)CN([C@H](C)CO)C2=O,·,-15,-20%,·,·,7%,·,?,·,3,3%
COc1ccccc1C1C(C#N)=C(N)Oc2cc(C)n(CCCn3ccnc3)c(=O)c21 (configuration not stated),-19%,5,-21%,-13%,?,0%,0%,4%,-5%,-6,-2%
Cc1cc(C(=O)OCC(=O)NC(C)C)c(C)o1,-2%,-4,19%,-26%,3%,4%,1%,5%,-1%,-9,1%
Cc1ccc(SC[C@H](Cc2ccccc2)N2CC[C@@H](C)CCC2=O)cc1,2%,0,-3%,1%,2%,-1%,·,12%,-3%,-1,-2%
Cc1cc(C)cc(Oc2ccc(N)cc2)c1,-7%,4,?,11%,5%,-2%,2%,-4%,7%,-3,5%
CC(=O)Oc1cccc(N2C(=O)c3ccc(C(=O)O)cc3C2=O)c1,?,-1,-1%,3%,-22%,3%,11%,-5%,-4%,-16,4%
Cc1ccc(C)c(SCC(=O)c2ccc[nH]2)c1,-5%,-2,-16%,0%,0%,-1%,8%,?,-4%,-19,3%
O=C(Nc1nccs1)C1CC(=O)N(CCc2ccc(F)cc2)C1 (configuration not stated),-1%,5,0%,19%,-4%,2%,2%,3%,-6%,6,-2%
COc1ccccc1C(=O)NC1CC(C)(C)NC(C)(C)C1,1%,2,-6%,-2%,0%,2%,-1%,1%,0%,-16,4%
CC1Sc2ccc(S(=O)(=O)CCC(=O)Nc3ccccn3)cc2NC1=O (configuration not stated),-1%,27,-2%,3%,3%,3%,-1%,-3%,-13%,-4,-1%
O=[N+]([O-])c1cccc(CN2CCN(c3cccc4[nH]ccc34)CC2)c1,?,-5,-3%,?,·,2%,9%,?,12%,·,-1%
CCOC(=O)C1CCN(S(=O)(=O)c2cc(Cl)c(C)cc2OC)CC1,-2%,6,-24%,19%,6%,4%,-2%,?,7%,-2,1%
Cc1cc(C)c(C#N)c(SCC(=O)Nc2cc(C)on2)n1,·,-9,5%,·,·,1%,·,10%,·,-23,148%[activator]
Cc1ccc(-n2c3nc(=O)n(C)c(=O)c-3cc3ccccc32)cc1,?,-4,2%,·,-2%,-10%,5%,-3%,3%,-8,·
CCCOc1ccc(C(C)=O)cc1CC(C(=O)OCC)C(=O)OCC,-1%,0,3%,5%,1%,1%,-2%,9%,2%,-1,0%
Cc1ccc2c(c1)C(c1ccc(F)cc1)N(C(=O)c1ccccc1Br)CC(=O)N2 (configuration not stated),-7%,0,1%,?,·,0%,3%,-3%,-13%,-1,-3%

# Compound activity as filed in PubChem BioAssay.

# These rows are one share of the data; count on the stated rates, not on these rows.
